PHOSPHO1 inh = inhibitors of human PHOSPHO1 phosphatase. AID 1565. recombinant PHOSPHO1, absorbance phosphatase assay. inhibition, % at 13.3 µM. hit rate 1.1% among 290,000. Q8TCT1; in the data active means inhibition above about 60%
Target sequence (Q8TCT1 whole entry, looked up): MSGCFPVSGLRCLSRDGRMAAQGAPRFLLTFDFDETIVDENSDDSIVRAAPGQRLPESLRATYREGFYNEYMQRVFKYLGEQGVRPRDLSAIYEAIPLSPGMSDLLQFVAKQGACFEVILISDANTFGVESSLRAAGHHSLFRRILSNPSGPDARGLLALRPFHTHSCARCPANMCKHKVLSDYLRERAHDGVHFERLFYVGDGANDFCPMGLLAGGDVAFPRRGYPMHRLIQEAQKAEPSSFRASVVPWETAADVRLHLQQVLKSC
MEKK2wt PB1 HTS = raises or lowers MEK5 binding to wildtype human MEKK2 PB1 domain | Q9Y2U5 | bead flow cytometry, Alexa488-MEK5 binding to MEKK2 WT; actives lie on both sides | binding response (% of control), % at 10 µM | hit rate 1.1% among 290,000; in the data active means binding response below about 67% or above about 130%
GalR3 antagonist = blocks the human galanin receptor 3 | O60755 | HEK293 GalR3-CNG cAMP membrane potential fluorescence; galR3 body fused to GalR1 C-terminus | inhibition, % at 3 µM | hit rate 0.44% among 360,000 | AID 651719;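 active means inhibition above the screen-wide average plus 3 SD, cut at about 13% in these data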;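 further: forskolin and galanin both at EC90 stimulate the cells; cAMP rise reported by CNG channel membrane potential dye signal; 0% = forskolin plus galanin with DMSO and 100% = forskolin alone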
OXTR ag = human OXTR agonism. hit rate 0.32% among 320,000. activation, % at 3 µM. CHO-OTR cells, Fluo-8 calcium fluorescence; normalized: DMSO 0%, oxytocin 100%. P30559;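 active means activation above the mean of all tested compounds plus 3 SD, cutoff set per screening run, cut at about 20% in these data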;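 further: peak over basal fluorescence ratio from a 100 s FLIPR kinetic read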
MEKK3 PB1 HTS = modulators (inhibitors or enhancers) of MEK5 binding to human MEKK3 PB1 domain; Q99759; bead-based flow cytometry, Alexa488-MEK5 binding to MEKK3; actives lie on both sides; 0 = blocked by unlabeled MEK5, 100 = vehicle; binding response (% of control), % at 10 µM; hit rate 1.4% among 290,000;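 active means binding response more than 3 SD above or below the average of its plate-row segment, actives on both sides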;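 further: Alexa488 bead fluorescence after subtracting the streptavidin-only scavenger bead signal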
MEKK2mut PB1 HTS = signal of MEK5 binding to mutant human MEKK2 PB1 domain; AID 1530; bead flow cytometry, Alexa488-MEK5 binding to MEKK2 mutant; percent response, % at 10 µM; hit rate 0.35% among 290,000; in the data active means percent response above about 24%, passing the limit was not always enough; further: inactives centre near 1; some results filed as inactive read as strong as hits; reference of the scale not given here
V1R ag counter = V1a receptor agonism, counter-screen for OXTR agonists; hit rate 0.25% among 320,000; activation, % at 3 µM; CHO-V1R cells, Fluo-8 calcium fluorescence, agonist mode; 0% DMSO, 100% 3 nM vasopressin; P37288;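 active means activation above the mean activation of all tested compounds plus 3 SD, per screening run, cut at about 20% in these data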;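 further: signal is peak over basal fluorescence ratio across a 100 second FLIPR read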
Target sequence (P37288 whole entry, looked up): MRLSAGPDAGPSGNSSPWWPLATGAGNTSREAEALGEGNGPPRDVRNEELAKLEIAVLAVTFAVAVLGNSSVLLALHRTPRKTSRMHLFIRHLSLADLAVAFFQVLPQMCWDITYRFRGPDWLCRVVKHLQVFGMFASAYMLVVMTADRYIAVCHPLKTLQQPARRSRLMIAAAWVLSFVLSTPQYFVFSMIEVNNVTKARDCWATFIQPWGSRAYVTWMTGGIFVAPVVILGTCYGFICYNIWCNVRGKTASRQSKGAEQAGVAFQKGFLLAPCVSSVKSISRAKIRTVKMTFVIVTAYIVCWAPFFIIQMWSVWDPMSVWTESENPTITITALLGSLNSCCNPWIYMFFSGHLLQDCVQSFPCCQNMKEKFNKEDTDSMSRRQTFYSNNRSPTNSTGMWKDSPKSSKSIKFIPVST
GPR7 antag = blocks human GPR7 receptor signaling. AID 1861. inhibition, % at 4.4 µM. GPR7-expressing cells, fluorescence antagonist assay. hit rate 1.1% among 290,000. P48145; in the data active means inhibition above about 16%, passing the limit was not always enough;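 further: cells stimulated with the agonist NPW; 0% = agonist with vehicle and 100% = vehicle without agonist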
Target sequence (P48145 whole entry, looked up): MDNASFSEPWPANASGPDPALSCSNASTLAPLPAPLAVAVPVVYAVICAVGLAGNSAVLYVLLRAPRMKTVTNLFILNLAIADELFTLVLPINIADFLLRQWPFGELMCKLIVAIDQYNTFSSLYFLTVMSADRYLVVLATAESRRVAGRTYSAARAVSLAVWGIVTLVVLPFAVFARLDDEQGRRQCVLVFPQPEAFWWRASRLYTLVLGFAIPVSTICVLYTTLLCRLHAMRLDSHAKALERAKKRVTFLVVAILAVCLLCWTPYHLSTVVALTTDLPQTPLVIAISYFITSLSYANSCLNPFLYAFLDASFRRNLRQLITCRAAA
NALP1 yeast inh = blocks the NALP1 inflammasome reconstituted in yeast | S. cerevisiae NALP1/ASC/caspase-1 growth, X-gal OD620, 72 h | inhibition, % at 10 µM | AID 2071 | hit rate 0.61% among 280,000; in the data active means inhibition mostly above about 24%, no sharp cut-off; inactive means mostly below about 32%; further: some compounds called inactive have numbers as strong as hits
The depositor's hits bear a star; . = no result given.

A first look (4 entries):
SMILES	PHOSPHO1 inh	MEKK2wt PB1 HTS	GalR3 antagonist	OXTR ag	MEKK3 PB1 HTS	MEKK2mut PB1 HTS	V1R ag counter	GPR7 antag	NALP1 yeast inh
CCOc1ccc(NC(=O)Nc2nnc(CC)s2)cc1	-14	101	-1	1.1	104	5	1.0	12	5
Cc1cc(C)n(-c2ccc(Cl)c(C(=O)Nc3cc(C(F)(F)F)ccc3Cl)n2)n1	8	111	-3	-1.9	104	4	-0.4	-3	30
Cc1ccc(C(=O)COC(=O)c2cn3ccccc3n2)cc1	12	.	-3	0.4	.	.	0.4	-13	5
COc1ccc(-n2c(=S)[nH]c3cc(C(=O)Nc4ccc(OC)c(OC)c4)ccc3c2=O)cc1	11	103	-12	1.5	140*	-1	1.1	-13	21

Results, previewed entries included:
SMILES	PHOSPHO1 inh	MEKK2wt PB1 HTS	GalR3 antagonist	OXTR ag	MEKK3 PB1 HTS	MEKK2mut PB1 HTS	V1R ag counter	GPR7 antag	NALP1 yeast inh
CCOc1ccc(NC(=O)Nc2nnc(CC)s2)cc1	-14	101	-1	1.1	104	5	1.0	12	5
Cc1cc(C)n(-c2ccc(Cl)c(C(=O)Nc3cc(C(F)(F)F)ccc3Cl)n2)n1	8	111	-3	-1.9	104	4	-0.4	-3	30
Cc1ccc(C(=O)COC(=O)c2cn3ccccc3n2)cc1	12	.	-3	0.4	.	.	0.4	-13	5
COc1ccc(-n2c(=S)[nH]c3cc(C(=O)Nc4ccc(OC)c(OC)c4)ccc3c2=O)cc1	11	103	-12	1.5	140*	-1	1.1	-13	21
Cc1ccc(CC(NC(=O)c2ccccc2)C(=O)N2CCCC2C(=O)O)cc1 (configuration not stated)	16	103	1	-0.5	104	7	1.1	-5	2
O=C(C1CCN(S(=O)(=O)c2cnc[nH]2)CC1)N1CCN(Cc2ccc3c(c2)OCO3)CC1	-31	106	-4	2.6	103	10	1.8	-5	4
CCCC(=O)Nc1c2c(nn1-c1ccccc1)CSC2	22	97	-8	0.2	97	1	-1.1	4	18
CC(C)(C)c1ccc(C(=O)c2c[nH]c(C(=O)NCc3cccs3)c2)cc1	13	96	-2	1.8	97	-3	0.8	-12	7
C[C@H](NC(=O)c1ccccc1F)C(=O)N1CCC2(CC1)NCCc1[nH]cnc12	18	98	1	0.4	95	-1	-0.1	-15	25
Cc1ccc(CNC(=O)C2CCCN(S(=O)(=O)c3ccc(F)cc3)C2)cc1 (configuration not stated)	56	103	-5	.	101	-3	.	-6	9
CC(C)OC(=O)C(C)Nc1n[nH]c(=S)[nH]c1=O (configuration not stated)	19	105	0	.	101	3	.	-6	-1
CCc1cc2c(SCC(=O)N(C)C3CCS(=O)(=O)C3)ncnc2s1 (configuration not stated)	31	102	-5	0.5	100	1	0.1	-5	5
Cc1c(CCC(=O)NCCCC(=O)O)c(=O)oc2cc3oc4c(c3cc12)CCCC4	38	107	-3	-0.5	105	2	-0.2	-6	20
CCCS(=O)(=O)N1CCC(C(=O)NCc2ccccc2Cl)CC1	-15	103	-5	-0.3	105	14	-0.8	-16	29
CC(C)(C)[Si](OCC[C@@H]1C[C@@]1(C)[C@@H](NP(=O)(c1ccccc1)c1ccccc1)c1ccccc1)(c1ccccc1)c1ccccc1	8	102	.	.	97	-2	.	-14	29
CC(OC(=O)C1=COCCO1)C(=O)Nc1ccc(Oc2ccccc2)cc1 (configuration not stated)	14	102	0	2.6	101	3	1.7	6	36*
CCOc1cc(NC(=S)NCCCN2CCOCC2)c(OCC)cc1NC(=O)c1ccco1	26	104	-10	0.1	102	7	0.5	-4	-20
Cc1ccc(-c2noc(-c3ccccc3F)n2)cc1	4	98	-8	-1.1	100	-3	1.1	1	10
COCCNC(=O)[C@H](CSCc1ccccc1)N1Cc2ccccc2C1=O	13	95	-5	0.0	100	-4	0.2	-11	.
CC(OC(=O)/C=C/c1cccc(F)c1)C(=O)NC1CCCCC1C (configuration not stated)	22	99	-1	-1.7	101	7	0.1	-5	4
S=C(N=Nc1ccccc1)NNc1ccccc1	-9	103	.	0.3	91	1	0.1	-4	7
COc1ccc(CCNC(=O)CCNC(=O)c2ccccc2Cl)cc1	28	103	-3	-0.4	101	2	-0.2	-13	9
CCOC(=O)C1(CCc2ccccc2)CCN(Cc2cnc(N(C)C)s2)CC1	44	95	-7	2.2	97	-6	3.6	3	10
O=C(OCCCC(=O)N1CCOCC1)c1ccccc1	-16	94	1	-0.6	96	-5	1.4	-2	-35
CS(=O)(=O)Nc1ccccc1C(=O)NCCSc1ccc(Cl)cc1	-6	104	-1	.	104	5	.	-4	23
(more compounds)
SMILES	PHOSPHO1 inh	MEKK2wt PB1 HTS	GalR3 antagonist	OXTR ag	MEKK3 PB1 HTS	MEKK2mut PB1 HTS	V1R ag counter	GPR7 antag	NALP1 yeast inh
O=C1CC(NCCC2=CCCCC2)C(=O)N1c1cccc(Cl)c1Cl (configuration not stated)	34	99	.	-0.1	101	1	-0.5	8	8
COC(=O)[C@H](Cc1ccccc1)NC(=O)C1CCN(C(=O)[C@H](C)NS(=O)(=O)c2ccc(C)cc2)CC1	33	98	1	0.5	100	1	0.3	-10	7
Cc1cc(OCc2cc(C(=O)NC3CCC3)no2)cc(C)c1Cl	12	100	.	2.0	101	-1	3.6	-1	23
COCCNC(=O)/C(C#N)=C/c1cn(CC(=O)NCc2ccco2)c2ccccc12	32	102	0	-1.7	102	-2	-0.4	-6	-9
COc1ccc(NC(=O)C(=O)NCCN2CCN(C(=O)c3cccs3)CC2)cc1	17	108	-5	-0.9	107	5	-1.5	-4	5
O=C(NCc1ccccn1)c1ccc(COc2ccc(Cl)cc2)o1	-6	.	-4	2.8	.	.	1.6	-14	6
Cc1cccc(NS(=O)(=O)c2cccc3nonc23)c1	18	84	.	-0.8	97	-3	2.1	-9	0
O=C(CN1C(=O)c2ccccc2S1(=O)=O)Nc1ccc(S(=O)(=O)N2CCCC2)cc1	38	105	-1	2.3	97	-3	0.6	-12	8
O=C(NCc1ccccn1)C(=O)Nc1nc(C23CC4CC(CC(C4)C2)C3)cs1	30	102	-2	-1.9	102	2	0.1	-9	7
O=C(Nc1nc(=S)ss1)c1c(F)cccc1F	-4	106	2	0.2	102	6	1.6	10	-6
COc1cccc(-n2c(SC3CCOC3=O)nc3ccccc3c2=O)c1 (configuration not stated)	-6	106	-7	-1.0	104	8	0.2	-6	-17
CCN(c1cccc(C)c1)S(=O)(=O)c1cc(CN2C(=O)c3cccnc3C2=O)ccc1OC	-14	99	0	1.0	97	-5	1.4	-7	-6
CCN1/C(=C\C(C)=O)Sc2ccc(OC)cc21	61*	101	.	-0.3	103	3	-0.3	14	2
CC1(C)NC(=O)N(CC(O)COc2ccc(-c3ccc(C#N)cc3)cc2)C1=O (configuration not stated)	18	101	-3	16	104	2	14	-13	-3
CC(=O)C1C(c2ccc([N+](=O)[O-])cc2)C2C(C)=NN=C2CC1(C)O (configuration not stated)	22	98	0	0.0	99	-1	2.4	-4	.
COc1ccc(CNC(=O)CN2C(=O)C3C4C=CC(C4)C3C2=O)cc1 (configuration not stated)	9	87	-4	-0.9	97	-12	0.7	-1	1
COc1ccc(C(=O)NCC2OCCc3ccccc32)cc1OC (configuration not stated)	48	115	2	-0.1	124	1	-0.3	3	15
CCOC(=O)c1sc2nc(C)nc(SCC(=O)N(CC)C3CCS(=O)(=O)C3)c2c1C (configuration not stated)	0	99	-4	1.8	108	-3	2.7	0	32
CCNC(=O)COC(=O)COc1ccc(Cl)cc1C	-11	104	-3	0.3	103	8	0.8	1	-11
COc1ccc(-c2oc3ncnc(NCCCO)c3c2-c2ccc(OC)cc2)cc1	14	113	-2	-0.1	109	4	-0.1	-7	8
Cc1noc(/C=C/c2ccco2)c1S(=O)(=O)N1CCC(C(=O)NCc2ccco2)CC1	2	99	-4	0.0	106	0	0.6	-16	22
O=S(=O)(Cc1ccc(Cl)cc1)N1CCN(c2ncccn2)CC1	33	108	0	0.8	108	5	2.8	7	9
Cc1cccc2c(C(=O)Nn3cnnc3)cc(-c3ccccc3Cl)nc12	34	97	-1	0.0	104	2	-0.7	-13	20
COc1ccccc1OCc1nc(C#N)c(N2CCC(C(N)=O)CC2)o1	-12	97	-3	2.4	105	-1	-0.2	-1	12
CCN1C(=O)C(CC(=O)Nc2ccc(OC)cc2)N(Cc2cccnc2)C1=S (configuration not stated)	-23	100	-5	0.2	101	4	0.1	-1	11

Part of the list above, with each value named:
Compound: CC1(C)NC(=O)N(CC(O)COc2ccc(-c3ccc(C#N)cc3)cc2)C1=O (configuration not stated)
  PHOSPHO1 inh: 18
  MEKK2wt PB1 HTS: 101
  GalR3 antagonist: -3
  OXTR ag: 16
  MEKK3 PB1 HTS: 104
  MEKK2mut PB1 HTS: 2
  V1R ag counter: 14
  GPR7 antag: -13
  NALP1 yeast inh: -3
Compound: CC(=O)C1C(c2ccc([N+](=O)[O-])cc2)C2C(C)=NN=C2CC1(C)O (configuration not stated)
  PHOSPHO1 inh: 22
  MEKK2wt PB1 HTS: 98
  GalR3 antagonist: 0
  OXTR ag: 0.0
  MEKK3 PB1 HTS: 99
  MEKK2mut PB1 HTS: -1
  V1R ag counter: 2.4
  GPR7 antag: -4
  NALP1 yeast inh: .
Compound: COc1ccc(CNC(=O)CN2C(=O)C3C4C=CC(C4)C3C2=O)cc1 (configuration not stated)
  PHOSPHO1 inh: 9
  MEKK2wt PB1 HTS: 87
  GalR3 antagonist: -4
  OXTR ag: -0.9
  MEKK3 PB1 HTS: 97
  MEKK2mut PB1 HTS: -12
  V1R ag counter: 0.7
  GPR7 antag: -1
  NALP1 yeast inh: 1
Compound: COc1ccc(C(=O)NCC2OCCc3ccccc32)cc1OC (configuration not stated)
  PHOSPHO1 inh: 48
  MEKK2wt PB1 HTS: 115
  GalR3 antagonist: 2
  OXTR ag: -0.1
  MEKK3 PB1 HTS: 124
  MEKK2mut PB1 HTS: 1
  V1R ag counter: -0.3
  GPR7 antag: 3
  NALP1 yeast inh: 15

(more compounds)
SMILES	PHOSPHO1 inh	MEKK2wt PB1 HTS	GalR3 antagonist	OXTR ag	MEKK3 PB1 HTS	MEKK2mut PB1 HTS	V1R ag counter	GPR7 antag	NALP1 yeast inh
CC(=O)Nc1ccccc1NC(=O)C/C(C)=N/NC(=O)C1CCCCC1	4	99	-7	0.6	102	-2	0.2	-10	18
CCOC(=O)CC(=O)CSc1nc(-c2cccnc2)cc(C)c1C#N	-7	102	1	0.7	105	7	17	-6	21
CCN(CC)S(=O)(=O)c1cc([N+](=O)[O-])ccc1N=Nc1c(O)n(C)c2ccccc12	-30	97	-1	-0.1	96	-1	-0.3	-2	6
CCOC(=O)C1CCN(Cc2nc3ccccc3c(=O)n2-c2ccc(F)cc2)CC1	-7	.	-2	-1.2	.	.	-2.1	-10	19
CCOC(=O)c1cccc(NC(=O)CSc2nnnn2C)c1	6	103	-1	0.3	105	4	0.9	-12	10
O=C(CCc1nnc(C2CCCCC2)o1)NCc1ccc(F)c(F)c1	1	102	-5	-1.2	99	2	-0.6	-17	15
COc1ccc(NS(=O)(=O)c2cccc(C(=O)NNC(=O)c3cccn3C)c2)cc1	38	102	-2	-0.2	99	6	0.3	-15	5
O=C(Nc1ccc(Cl)cc1)Nc1cc([N+](=O)[O-])ccc1F	-9	104	1	4.6	95	0	6.4	-6	22
COC(=O)c1ccc(CSc2ncnc3ccccc23)o1	0	104	1	-1.4	104	6	1.0	-9	-34
O=C(Nc1cccc(NC(=O)C2C3CC4OC(=O)C2C4C3)c1)c1ccccc1 (configuration not stated)	47	100	-2	-0.3	95	-3	0.6	3	7
COc1ccc(Cl)c2c1[nH]c1nc(SCc3ccccn3)nnc12	-12	96	3	-1.0	97	-4	-0.6	-2	9
CNC(=O)COc1ccc(Cl)c2cccnc12	-5	102	-6	-0.7	102	2	-0.2	11	8
CCOC(=O)Cn1cc(C#N)c(=O)[nH]c1=O	8	96	-2	-0.2	90	-19	0.4	-7	.

Screening results from PubChem.
